Screening data from PubChem BioAssay.
Integrin act MD: activates integrin-mediated alleviation for muscular dystrophy; alpha7betagal myoblasts, beta-gal FDG fluorescence, 48 h; Potency, µM (doses to about 38.3 µM), inactives show top-dose activation, hits mostly activators; actives 0.064% (n = 350,000);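 further: potency means the concentration at half of the fitted maximal effect; 100% = response of the positive control SU9516; nearly all actives have a fitted effect of over 60% in size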
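Alpha7betagal+/- myoblasts (passage 13) were plated 16-24 hr, then exposed to compounds (1:260 dilution of DMSO stock) for 48 hours at 37C. After MPER lysis, β-galactosidase reporter activity was read as FDG fluorescence (ex 480/em 540) after 30 minutes.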
Chronic BCR inh: blocks chronic active B-cell receptor signaling | ABC-DLBCL IkBa-CBG/CBR reporter, luminescence ratio, 4 h | Potency, µM (highest dose often 46.1 µM), inactives show at the highest dose ratio change, negative = lower green/red ratio, usual class: inhibitors | actives 0.05% (n = 340,000) | AID 493014; active means well fitted inhibition curve with a large enough effect in the signal ratio, with a control signal flat, not every such curve was filed as active; inconclusive means small, poorly fitted or top-dose-only effect, or effect the other way, or a change in a side signal; the % refers to the signal ratio;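 further: potency means the concentration at half of the fitted maximal effect; plate controls were basal doxycycline-induced cells for no effect and cells given 10 µM MG132 for full effect; MG132 reads +100%, hits lower the ratio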
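Concentration-response series (up to 46 uM) were applied to TMD8 dual-reporter cells for 4 h at 37C with doxycycline. Green/red ratio, after filter-overlap correction, defined %Activity; red signal alone was normalised to basal cells and zero luminescence.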
FBPA coupling cs: inhibits coupling enzyme system, counter-screen for aldolase hits; actives 0.67% (n = 290,000); coupling enzyme system counterscreen, AmpLite Red fluorescence; activity change, negative = inhibition, % at 58.2 µM, hits read low; in the data active means activity change below about -30%; further: on the % scale 0 is the no-effect control and ±100 the full control effect
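Activity here indicates interference with the coupling reaction, not aldolase inhibition. Compounds at 57.5 uM final met coupling enzymes for 10 min at RT; substrate and AmpLite Red detection followed, with a 525/598 nm fluorescence read after 20 min.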
S-ASM inh: human S-ASM enzyme inhibition | AID 504937 | placental ASM, HMU-PC fluorogenic substrate, 60 min | P17405 | actives 0.006% (n = 340,000) | Potency, µM (series often up to 57.5 µM), for inactives: at the highest dose activity change, negative = inhibition, actives largely listed as inhibitors; further: potency means the concentration at half of the fitted maximal effect
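qHTS format. ASM enzyme prepared from human placenta hydrolyses the fluorogenic substrate HMU-PC0 (9 uM final) over 60 min at 37 °C after a 10 min compound preincubation.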
Tb PFK block: T. brucei PFK enzyme inhibition. O15648. T. brucei PFK, ADP-Glo luminescence. Potency, µM (top dose mostly 57.5 µM), inactives show at the highest dose activity, negative = inhibition, hits mostly inhibitors. actives 0.17% (n = 330,000). AID 485367;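 further: potency means the concentration at half of the fitted maximal effect; 0% = uninhibited 1x PFK enzyme wells and -100% = no-enzyme wells; nearly all actives have a fitted effect of over 60% in size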
Target sequence (O15648 whole entry, looked up): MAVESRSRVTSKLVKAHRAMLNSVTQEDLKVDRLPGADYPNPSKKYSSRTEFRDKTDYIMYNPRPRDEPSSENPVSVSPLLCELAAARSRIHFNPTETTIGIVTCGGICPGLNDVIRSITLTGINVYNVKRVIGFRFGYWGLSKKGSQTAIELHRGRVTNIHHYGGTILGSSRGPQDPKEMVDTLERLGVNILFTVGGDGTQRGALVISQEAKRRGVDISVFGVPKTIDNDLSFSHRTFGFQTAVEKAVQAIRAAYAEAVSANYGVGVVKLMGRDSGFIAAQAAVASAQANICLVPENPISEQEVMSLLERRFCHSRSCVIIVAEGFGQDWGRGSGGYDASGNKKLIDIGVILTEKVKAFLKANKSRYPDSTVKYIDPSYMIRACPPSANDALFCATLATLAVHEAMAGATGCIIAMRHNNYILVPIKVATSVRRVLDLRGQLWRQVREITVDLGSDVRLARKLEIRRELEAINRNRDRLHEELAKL
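PFK 1.25 nM, F6P 0.5 mM, ATP 0.1 mM, 0.1 M TEA pH 8.0, 5 mM MgCl2, 0.01% Tween20, 0.1% BSA; 45 min RT. ADP-Glo readout. qHTS titration up to 57 uM; curves fitted, compounds curve-classed.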
Giardia killer: Giardia lamblia killing; Giardia lamblia trophozoite viability; actives 0.15% (n = 340,000); activity change, % at 7.66 µM, hits read low; in the data active means activity change below about -80%; inconclusive means between about -30% and that limit;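 further: parasites exposed to compound for two days anaerobically before the ATP read; on the % scale 0 is the no-effect control and ±100 the full control effect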
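Giardia lamblia trophozoites (100 cells/well) were incubated with compounds for 48 h at 37 deg C under anaerobic conditions. Viability was read as ATP content by one-step luminescence after 15-30 min at room temperature.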
B2AR arrestin: recruits beta-arrestin to the human beta2-adrenergic receptor. Potency, µM (doses to about 46.1 µM), for the others: top-dose activation, actives largely listed as activators. beta-arrestin recruitment to beta2AR, cell-based reporter. AID 492947. actives 0.02% (n = 330,000);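 further: potency means the concentration at half of the fitted maximal effect; 0% = DMSO controls and full agonism = EC100 isoproterenol or metaproterenol; nearly all actives have a fitted effect of over 65% in size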
Menin MLL FP TR: inhibitors of human menin-MLL interaction, mutant MLL peptide; Menin + Texas Red MLL mutant peptide, fluorescence polarization; Potency, µM (doses to about 61.6 µM), for inactives: at the highest dose FP activity change, negative = inhibition, usual class: inhibitors; actives 0.23% (n = 270,000); AID 1768; active means well fitted inhibition curve with a large enough effect in the polarisation, with a control signal flat, not every such curve was filed as active; inconclusive means small, poorly fitted or top-dose-only effect, or effect the other way, or a change in a side signal; inactive means no such curve, though single readings can be large or run the other way; the % refers to the polarisation; further: potency means the concentration at half of the fitted maximal effect; % of control where 0% means no effect; many of its hits are not listed in these tables
PKM2 activator: activators of human pyruvate kinase M2; purified PKM2, Kinase-Glo ATP luminescence, activation; response scale: 0% is enzyme alone, no compound; AID 1631; Potency, µM (top dose mostly 57.5 µM), without a hit: top-dose activation, hits mostly activators; actives 0.34% (n = 260,000); P14618; further: potency means the concentration at half of the fitted maximal effect; on the % scale 0 is the no-effect control and ±100 the full control effect; nearly all actives have a fitted effect of over 55% in size
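Purified hPK-M2 (>95%) run at intermediate activity with 0.1 mM ADP and 0.5 mM PEP in 50 mM imidazole pH 7.2, KCl, MgCl2; 1 h room temperature. ATP formed read by Kinase-Glo luminescence; normalized to uninhibited and no-enzyme controls.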
PTAP TSG101 blk: blocks PTAP/TSG101 interaction to inhibit HIV-1 budding; Q99816; Fluorescence polarization, FITC-PTAP peptide / Tsg101 binding; Potency, µM (highest dose often 115 µM), for inactives: at the top dose activity change, negative = inhibition, hits mostly inhibitors; 340,000 tested, under 10 active; AID 493005; active means well fitted inhibition curve with a large enough effect in the main read-out, with a control signal flat, not every such curve was filed as active; inconclusive means small, poorly fitted or top-dose-only effect, or effect the other way, or a change in a side signal; inactive means no such curve, though single readings can be large or run the other way; further: potency means the concentration at half of the fitted maximal effect; % of control where 0% means no effect
Target sequence (Q99816 whole entry, looked up): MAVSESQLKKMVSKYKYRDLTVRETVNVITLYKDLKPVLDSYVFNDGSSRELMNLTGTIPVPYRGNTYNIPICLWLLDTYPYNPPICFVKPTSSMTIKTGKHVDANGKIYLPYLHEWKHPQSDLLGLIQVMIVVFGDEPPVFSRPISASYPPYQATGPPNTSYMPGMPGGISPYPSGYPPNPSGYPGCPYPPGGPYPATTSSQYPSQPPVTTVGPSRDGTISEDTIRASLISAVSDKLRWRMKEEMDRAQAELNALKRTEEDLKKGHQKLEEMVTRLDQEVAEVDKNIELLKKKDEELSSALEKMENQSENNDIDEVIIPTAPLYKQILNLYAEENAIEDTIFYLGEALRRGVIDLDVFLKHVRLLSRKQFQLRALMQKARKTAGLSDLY
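FP read-out: FITC-PTAP peptide, 50 nM final, binding Tsg101 binding domain, 10 uM final; 20 min, r.t.; 10 mM HEPES pH 7.5, 0.15 M NaCl, 0.01% Tween 20, 3 mM EDTA, 0.1 mM TCEP.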
GALK inh: inhibitors of human galactokinase | P51570 | Purified GALK, Kinase-Glo residual ATP luminescence | Potency, µM (highest dose often 57.5 µM), for the others: at the highest dose activity change, negative = inhibition, most hits filed as inhibitors | actives 0.007% (n = 270,000) | AID 1868; further: potency means the concentration at half of the fitted maximal effect; on the % scale 0 is the no-effect control and ±100 the full control effect
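Galactose (100 uM) and ATP (35 uM) were turned over by 5 nM GALK for 1 h at RT. Kinase-Glo Plus then converted the remaining ATP into a luminescent signal.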
Active calls of the source: *; ? = inconclusive; nt = not tested or not shown; & = joins results of further samples; [ ] = remark or other dose. Unless noted, the call rests on the fitted dose curve; in most records, active means well fitted curve in the direction sought with a large enough effect; inconclusive means small, poorly fitted or top-dose-only effect, or another doubt; inactive means no such curve, though single readings can be large; an effect the other way counts as inactive or inconclusive. Not all compounds are listed; the hit share may differ from the screen's.

SMILES | Integrin act MD | Chronic BCR inh | FBPA coupling cs | S-ASM inh | Tb PFK block | Giardia killer | B2AR arrestin | Menin MLL FP TR | PKM2 activator | PTAP TSG101 blk | GALK inh
CC1CCC(NC(=O)CN2C(=O)C3CCCN3c3ncc(Cl)cc32)CC1 (centres undefined) | nt | -1% | -2 | nt | 0% | nt | 0.0% | 3% | 7% | nt | -2%
NC(=O)C1CCN(CC(=O)Nc2nccs2)CC1 | 16% | -3% | 3 | 3% | -2% | -16 | -1.4% | 6% | -14% | -3% | 2%
CN(C)C(=O)c1cc(C(=O)c2ccc(C(F)(F)F)cc2F)c[nH]1 | -4% | -1% | 4 | -1% | -4% | 9 | 0.1% | 0% | -24% | -2% | 1%
O=C(O)CCN(CCC(=O)O)c1nnc(SCc2ccccc2)s1 | 34% | -1% | 8 | 3% | -1% | -10 | 0.5% | -1% | -16% | -4% | 0%
Cc1ccc(-c2[nH]ncc2CN2CCN(C(=O)c3cccs3)CC2)cc1C | -41% | -11% | 0 | -1% | 1% | 18 | -0.2% | -14% | 3% | nt | 1%
O=C(NCCC1=CCCCC1)c1cccc(S(=O)(=O)N2CCCCC2)c1 | -36%[inhibitor] | 1% | nt | -2% | -7% | -1 | -0.2% | nt | nt | -5% | nt
C=CCn1c(C2CC2)n[nH]c1=S | -1% | -3% | 2 | -1% | 3% | -1 | -0.9% | 6% | nt | -3% | 1%
C=CCSc1ncccc1C(=O)NCCc1ccccc1 | -24% | ? | 2 | -2% | -5% | 9 | -0.6% | -1% | nt | 1% | 3%
Cc1ccc(S(=O)(=O)NC(=NCC(=O)O)c2ccccc2)cc1 | 20% | 1% | -2 | 3% | 0% | 4 | 0.1% | -1% | 0% | 1% | -2%
Cc1oc(-c2ccccc2F)nc1CS(=O)(=O)CC(=O)NCCCN1CC(C)CC(C)C1 (centres undefined) | -50%[inhibitor] | -3% | nt | 0% | 0% | 9 | -0.1% | nt | nt | -6% | 7%
COc1ccc(CC(NC(C)=O)C(=O)NC2CCN(C(=O)c3ccccc3F)CC2)cc1 (centres undefined) | ? | ? | 2 | -1% | 5% | -9 | -0.4% | -3% | 3% | -1% | 6%
Cc1ccc(NC(=O)c2ccccc2OCC(=O)Nc2cccc(Cl)c2C)nc1 | nt | 5% | -13 | nt | -4% | nt | -0.2% | 18% | -22% | nt | 1%
CC(=O)c1c(C)[nH]c(C(=O)OC2CCOC2=O)c1C (centres undefined) | -4% | ? | -1 | 0% | 1% | -18 | 0.0% | -17% | -8% | -6% | -1%
CCOC(=O)c1cccc(NC(=O)CSc2nnc(-c3ccncc3)n2CCCOC)c1 | 20%[7.66 µM] | -10% | -1 | 1% | -7% | 0 | 0.5% | 8% | 2% | -4% | 4%
O=C(NCCc1ccc(F)cc1)c1cc(-c2ccncc2)nc2ccccc12 | nt | 13% | 0 | nt | 1% | nt | -0.6% | nt | 0% | nt | nt
CCn1c(C)c2c(C)nnc(C)c2c1C | -25% | 7% | -30 | 16% | -10% | 12 | -0.1% | -21% | 8% | -3% | -5%
O=C1CN(C(=S)NC(=O)c2ccc(-c3ccccc3)cc2)CCN1 | -10% | -5% | -1 | 2% | 3% | -26 | -0.2% | ? | 0% | -1% | -1%
O=C(NCC1CCCO1)c1ccc(Oc2ccc([N+](=O)[O-])cc2)cc1 (centres undefined) | -6% | -10% | 2 | 3% | -3% | -6 | -0.5% | 12% | 11% | -1% | 9%
COC(=O)c1ccc(CNC(=O)C2CCC(=O)N(CCN3CCOCC3)C2)cc1 (centres undefined) | 4% | 4% | nt | 2% | -2% | -7 | 0.2% | nt | 0% | nt | -2%
Cc1cccc(NC(=O)CSc2nnc(CNC(=O)c3ccco3)o2)c1 | 3% | -8% | nt | -3% | -2% | 3 | 0.2% | nt | nt | 0% | -1%
O=C(/C=C/c1ccc(Cl)cc1)NC(=S)Nc1ccc(CN2CCOCC2)cc1 | -46%[inhibitor] | 2% | -2 | -18% | 0% | -3 | -0.8% | -2% | 0% | -3% | 0%
CCc1nc2ccccc2c(C(=O)NCc2ccccc2)c1C | ? | 10% | 7 | -2% | -4% | 12 | 0.0% | -8% | 0% | 0% | 4%
O=C(Nc1ccnn1C1CCN(C/C=C/c2ccccc2)CC1)c1cccc(F)c1 | 0% | 0% | nt | 1% | 4% | 10 | -0.5% | nt | -2% | -1% | 6%
COc1ccc(N(C)C(=O)CCC(=O)Nc2ccc3nc(N4CCOCC4)cc(C)c3c2)c(OC)c1 | 16% | ? | 1 | 466%[activator] | 0% | 11 | 1.1% | ? | -8% | -5% | -1%
CCOc1ccccc1N1C(=O)c2ccc(C(=O)Nc3cccnc3)cc2C1=O | 1% | -1% | -1 | -5% | -2% | -2 | -0.4% | 8% | -7% | 0% | 3%
S=c1[nH]nc(CCCc2n[nH]c(=S)o2)o1 | 4% | 5% | -1 | 7% | -7% | -6 | -0.1% | nt | -9% | 2% | 4%
N#Cc1cccc(C(=O)Nc2ccc(S(=O)(=O)Nc3nccs3)cc2)c1 | ? | 0% | nt | -1% | -6% | -14 | -0.7% | nt | nt | 1% | nt
O=C(N/N=C/c1ccco1)c1ccc(OCc2ccccc2)cc1 | 1% | 8% | 5 | -1% | -3% | -11 | 0.2% | nt | -2% | -2% | 9%
COc1ccc(C2OC(=O)CC2C(=O)NC2CCCC(C)C2C)cc1OC (centres undefined) | -3% | -1% | 0 | -1% | -7% | -7 | -0.2% | nt | -1% | 2% | -3%
O=C(CSc1ccc2c(c1)OCCO2)N1CCN(c2ccccc2)CC1 | -10% | -3% | nt | -1% | -5% | -22 | -0.3% | nt | nt | 0% | nt
CCOC(=O)c1sc(NC(=O)COc2ccc3c(c2)OCO3)nc1C | -14% | ? | 0 | -10% | -10% | 1 | 0.1% | 17% | 6% | 0% | 3%
O=C(Oc1ccccc1)c1ccc(COC(=O)c2cnccn2)cc1 | 18% | ? | 2 | -5% | 14% | 6 | -0.2% | -10% | -28% | -5% | 2%
Cc1ccc(NC(=O)/C(=C/c2cccs2)NC(=O)c2ccco2)c(C)c1 | -6% | 3% | 0 | 1% | -3% | -2 | 0.0% | 14% | -14% | 2% | 0%
Cc1ccc(CNCc2ccc3c(c2)OCO3)c(C)c1 | 33% | 2% | 0 | 0% | 0% | 4 | 0.3% | -11% | 3% | -13% | 0%
CCOC(=O)C1=C(C)NC(C)=C(C(=O)OCC)C1c1ccc([N+](=O)[O-])s1 | 6%&25% | ? | -5 | -9% | -3% | -30 | 0.5% | nt | -6% | 1% | 1%
COC(=O)c1ccc(CSc2nnc3ccccn23)o1 | -5% | 3% | -2 | 5% | 1% | -4 | 0.6% | 5% | -19% | -5% | 7%
O=C1CN(CC(=O)Nc2ccc(Cl)cc2)CCN1 | 25% | -2% | 0 | 4% | -1% | -4 | 0.0% | -9% | 1% | 1% | 1%
Cc1oc2c(CN3CCOCC3)c(O)ccc2c(=O)c1-c1ccc(Cl)cc1 | -3% | -1% | -3 | 11% | -4% | -28 | 0.0% | nt | -4% | -3% | 2%
c1ccc(CN2CCCC3(CCCN(Cc4nc(CC5CC5)no4)C3)C2)cc1 (centres undefined) | 8.9µM* | -2% | 0 | -1% | 7% | 12 | -1.1% | -3% | 0% | -4% | -1%
O=C(c1ccccc1)C(Nc1ccccn1)c1ccccc1 (centres undefined) | 9% | -10% | 0 | 7% | 2% | -5 | -0.3% | 3% | -15% | -10% | 0%
COc1ccc(-c2ccc3c(c2)S(=O)(=O)c2cccc(C(=O)NCCOc4ccccc4Cl)c2C3=O)cc1OC | 18% | -1% | nt | -11% | -9% | 22 | -0.3% | nt | nt | 0% | nt
O=C(COC(=O)C1=COCCO1)Nc1ccc(F)cc1 | 13% | -7% | nt | 1% | -2% | 3 | -0.3% | nt | nt | -4% | nt
CS(=O)(=O)N1CCC(NC(=O)Nc2ccc(OC(F)(F)F)cc2)CC1 | 5% | 3% | nt | 1% | 0% | 0 | 0.0% | nt | nt | -2% | nt
CC(C)(C)NC(=O)CN(C(=O)C1CSC(=O)C1)c1ccccc1F (centres undefined) | 18% | 14% | 1 | 6% | -3% | -11 | -0.1% | 0% | 0% | -3% | 0%
CCc1ccc(C(=O)NC(CC(C)C)C(=O)O)cc1 (centres undefined) | 14% | ? | 1 | 3% | -1% | -5 | -0.1% | -18% | -8% | -4% | -4%
CC(OC(=O)c1cccs1)C(=O)NCC1CCCO1 (centres undefined) | 11% | 0% | 0 | 2% | 2% | -25 | -0.6% | 5% | -14% | -1% | -4%
